TRHR ag – activates the human TRH receptor; actives 0.18% (n = 360,000); activation, % at 2 µM; AID 493084; TRHR cells, calcium flux fluo-8, FDSS agonist mode; in the data active = activation above about 30%; note: 0% is about no effect
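Steps: seed TRHR cells overnight; add fluo-8 no-wash Ca dye, RT 30 min–1.5 h; record 10 s baseline; pin-transfer compounds; monitor fluorescence 1 cycle/s for the agonist window. Calcium increases flag candidate agonists.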
Pin1 inhibitor – blocks the human prolyl isomerase Pin1; Q13526; Potency, µM (doses to about 115 µM), for inactives: top-dose activity, negative = inhibition, most hits filed as inhibitors; actives 0.009% (n = 390,000); AID 504891; Pin1 FP peptide displacement, HiFluor488, 10 min; active = well fitted inhibition curve with a large enough effect in the polarisation, with a control signal flat, not every such curve was filed as active; inconclusive = small, poorly fitted or top-dose-only effect, or effect the other way, or a change in a side signal; inactive = no such curve, though single readings can be large or run the other way; the % refers to the polarisation; note: potency is the fitted concentration of half-maximal effect; % is set by controls: 0 for no effect and ±100 for the full control effect
Target sequence (Q13526 whole entry, looked up): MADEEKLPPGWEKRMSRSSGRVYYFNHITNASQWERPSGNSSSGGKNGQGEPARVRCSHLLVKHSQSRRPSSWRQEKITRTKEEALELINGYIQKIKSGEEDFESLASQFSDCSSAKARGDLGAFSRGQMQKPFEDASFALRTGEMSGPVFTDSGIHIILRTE
USP1 inh – blocks the human USP1/UAF1 deubiquitinase complex | recombinant USP1/UAF1, Ub-Rhodamine cleavage fluorescence | Potency, µM (series often up to 57.1 µM), inactives show at the highest dose activity change, negative = inhibition, most hits filed as inhibitors | actives 0.23% (n = 390,000) | AID 743255; note: potency is the fitted concentration of half-maximal effect; % is set by controls: 0 for no effect and ±100 for the full control effect; nearly all actives have a fitted effect of over 60% in size; inactives centre near -12
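USP1/UAF1 complex (1 nM) preincubated 15 min at room temperature with compound, then Ub-Rho substrate (150 nM final) added. Kinetic fluorescence at 480/540 nm over 6 reads at 60 s intervals; 50 mM HEPES pH 7.8, 0.5 mM EDTA, 0.1 mg/ml BSA, 1 mM TCEP, 0.01% Tween-20.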
D2 antag – antagonists of human D2 dopamine receptor. HEK293 TREx D2 cells, calcium flux, dopamine EC80. inhibition, % at 10 µM. actives 2% (n = 340,000). AID 485344; in the data active = inhibition above about 30%; note: 0% is about no effect
Target sequence (P14416 whole entry, looked up): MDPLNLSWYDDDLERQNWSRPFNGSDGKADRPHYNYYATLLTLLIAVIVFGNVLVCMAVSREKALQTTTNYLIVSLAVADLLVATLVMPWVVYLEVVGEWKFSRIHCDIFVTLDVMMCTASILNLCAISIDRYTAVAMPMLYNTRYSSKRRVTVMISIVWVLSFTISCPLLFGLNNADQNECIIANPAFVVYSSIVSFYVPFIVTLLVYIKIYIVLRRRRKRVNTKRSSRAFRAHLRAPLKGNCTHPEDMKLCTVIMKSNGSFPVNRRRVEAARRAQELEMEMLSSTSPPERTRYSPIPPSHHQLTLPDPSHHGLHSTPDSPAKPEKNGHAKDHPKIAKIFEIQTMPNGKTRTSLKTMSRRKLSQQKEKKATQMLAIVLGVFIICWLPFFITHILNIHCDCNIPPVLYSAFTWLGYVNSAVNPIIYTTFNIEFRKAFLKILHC
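Dopamine at EC80 is the agonist stimulus; test compounds precede it by 180 s. Calcium flux read kinetically in a force-coupled, inducible HEK293 T-REx D2 cell line.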
mIDH1 inhibitor – blocks human mutant IDH1 R132H enzyme. IDH1-R132H enzyme, NADPH consumption, diaphorase/resazurin fluorescence. Potency, µM (doses to about 76.6 µM), for the others: at the highest dose activity change, negative = inhibition, most hits filed as inhibitors. actives 0.093% (n = 390,000); note: potency is the fitted concentration of half-maximal effect; % is set by controls: 0 for no effect and ±100 for the full control effect; nearly all actives have a fitted effect of over 65% in size
Target sequence (O75874 whole entry R132H, stated change not applied): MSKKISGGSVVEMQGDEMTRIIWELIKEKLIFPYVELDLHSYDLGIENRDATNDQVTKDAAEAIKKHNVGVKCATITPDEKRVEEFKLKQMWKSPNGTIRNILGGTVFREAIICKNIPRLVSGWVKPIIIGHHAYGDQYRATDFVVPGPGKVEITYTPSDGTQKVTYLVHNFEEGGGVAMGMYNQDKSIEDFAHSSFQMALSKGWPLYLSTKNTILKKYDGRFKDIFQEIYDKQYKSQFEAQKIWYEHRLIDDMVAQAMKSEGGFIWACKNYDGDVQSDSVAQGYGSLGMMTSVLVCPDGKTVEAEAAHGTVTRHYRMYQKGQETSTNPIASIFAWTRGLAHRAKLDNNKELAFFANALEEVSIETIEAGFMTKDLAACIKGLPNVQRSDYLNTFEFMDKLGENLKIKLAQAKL
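IDH1-R132H (0.5 ug/mL) preincubated 30 min with compound, then NADPH (0.016 mM) and alpha-KG (2 mM) added; 80 min at RT, pH 7.5. Remaining NADPH coupled via diaphorase/resazurin to fluorescence (540/590 nm); concentration-response curves normalized to no-enzyme control.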
TrxR1 inh – rat TrxR1 inhibition | O89049 | recombinant rTrxR1, NADPH fluorescence consumption, selenite substrate | Potency, µM (series often up to 114 µM), inactives show top-dose activity change, negative = inhibition, usual class: inhibitors | actives 1% (n = 390,000); note: potency is the fitted concentration of half-maximal effect; % is set by controls: 0 for no effect and ±100 for the full control effect; nearly all actives have a fitted effect of over 65% in size
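Rat TrxR1 (90 nM in the dispensed reagent) was pre-reduced with 400 uM NADPH for 5 min at room temperature, then incubated with compound for 15 min. After 400 uM selenite was added, NADPH fluorescence (Ex 340/Em 450 nm) was followed for 8 min.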
D2 agonist – activates the human D2 dopamine receptor; P14416; HEK293 T-REx D2 cells, calcium flux agonist mode; activation, % at 2 µM; actives 0.53% (n = 340,000); AID 485358;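 active = activation over 3 SD above normal in the single-dose calcium agonist read, cut at about 30% in these data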; note: 0% is about no effect
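In this primary screen, compounds producing a positive calcium signal within 180 s of addition to tetracycline-induced, force-coupled HEK293 Trex D2 cells are flagged; cells are dye-loaded with a no-wash calcium kit beforehand.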
TrxR1 substrate – substrates of rat thioredoxin reductase 1; O89049; purified TrxR1 substrate turnover, NADPH consumption readout; Potency, µM (highest dose often 114 µM), for the others: top-dose activity change, negative = substrate turnover; actives 0.01% (n = 390,000); AID 588456; note: potency is the fitted concentration of half-maximal effect; % is set by controls: 0 for no effect and ±100 for the full control effect; nearly all actives have a fitted effect of over 50% in size
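Rat TrxR1, dispensed at 90 nM, was prereduced with 400 uM NADPH (final) for 5 min at ~22 deg C, then incubated with compound 15 min before 400 uM selenite. A first-read NADPH fluorescence drop versus no-compound background flagged substrates.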
TRHR PAM – allosteric enhancers of human TRH receptor; TRHR cells, fluo-8 calcium fluorescence, EC20 TRH enhancement; enhancement, % at 2 µM; actives 0.66% (n = 360,000); in the data active = enhancement above about 30%; note: 0% is about no effect
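TRHR-expressing cells loaded with fluo-8 calcium dye were read kinetically (ex 480/em 530) during compound addition, then stimulated with an EC20 of TRH (10 nM final). Enhancement of the Gq-mediated intracellular calcium response was scored.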
* = called active by the depositor; ? = inconclusive; nt = no result given; & = joins results of further samples; [ ] = another dose, or the depositor's remark. Unless noted, calls come from the whole dose curve; as a rule, active = well fitted inhibition curve with a large enough effect; inconclusive = small, poorly fitted or top-dose-only effect; inactive = no such curve, though single readings can be large or run the other way. Some of the compounds tested, so the mix of outcomes need not match the whole.

SMILES	TRHR ag	Pin1 inhibitor	USP1 inh	D2 antag	mIDH1 inhibitor	TrxR1 inh	D2 agonist	TrxR1 substrate	TRHR PAM
CCOc1cc(C2C(C#N)=C(N)Oc3n[nH]c(-c4ccncc4)c32)cc([N+](=O)[O-])c1O (stereo not given)	0.8	0%	-28%	-1	-1%	-9%[57.1 µM]	-0.5	-4%[57.1 µM]	7
COc1cc(NC(=O)c2ccc3oc(=O)c(S(=O)(=O)c4ccccc4)cc3c2)cc(OC)c1	0.2	5%	-27%	nt	2%	18%	nt	-2%	-1
COc1ccc(OC)c(S(=O)(=O)Nc2cccc(-c3ccc4nncn4n3)c2)c1	-0.1	0%	-8%	-16	-7%	13%	1.3	4%	-3
CC(Nc1ccc(Br)cc1)C(=O)Nc1cccc(S(=O)(=O)N2CCOCC2)c1 (stereo not given)	0.6	-11%	-6%	-1	-4%	11%[57.1 µM]	0.9	-1%[57.1 µM]	4
NS(=O)(=O)c1ccc(CCNC(=O)C2CC(=O)N(Cc3ccccc3Cl)C2)cc1 (stereo not given)	0.2	-8%	-21%	10	15%	28%	-0.2	6%	3
CC(OC(=O)C1=COCCO1)C(=O)NC(C)c1ccc(Cl)cc1Cl (stereo not given)	-0.4	-2%	3%	-3	-1%	10%	-0.4	-2%	1
Cc1ccc(C)c(/C=N/Nc2nc3ccccc3c(=O)n2O)c1	0.0	-4%	-22%	-5	3%	2%[57.1 µM]	-0.3	4%[57.1 µM]	2
CCN(CC)CCCNc1nc(N)c([N+](=O)[O-])c(NCCO)n1	0.1	-1%	-7%	5	2%	-4%	0.2	-17%	-2
O=C(CCc1nc2ccccc2[nH]1)Nc1ccc(F)cc1	0.0	-1%	-18%	25	-3%	17%	-1.3	10%	8
COCCN1C=C(C(=O)OC)C(c2ccc(OC)c(OC)c2)C(C(=O)OC)=C1	1.1	1%	-16%	-5	0%	19%	1.0	58%[activator]	-8
Cc1ccc(S(=O)(=O)NCC(=O)OCc2nnc(-c3ccccc3)o2)cc1	-0.5	-6%	-10%	nt	9%	-12%	nt	-8%	-4
CC1(C(=O)N(CC(=O)NC2CCCC2)Cc2ccccc2)CC(=O)N=C2C=CC=CN21 (stereo not given)	1.1	5%	-16%	5	1%	5%[57.1 µM]	0.3	98%[activator][57.1 µM]	0

By substructure: the entries above with four or more nitrogen atoms (five)
SMILES	TRHR ag	Pin1 inhibitor	USP1 inh	D2 antag	mIDH1 inhibitor	TrxR1 inh	D2 agonist	TrxR1 substrate	TRHR PAM
CCOc1cc(C2C(C#N)=C(N)Oc3n[nH]c(-c4ccncc4)c32)cc([N+](=O)[O-])c1O (stereo not given)	0.8	0%	-28%	-1	-1%	-9%[57.1 µM]	-0.5	-4%[57.1 µM]	7
COc1ccc(OC)c(S(=O)(=O)Nc2cccc(-c3ccc4nncn4n3)c2)c1	-0.1	0%	-8%	-16	-7%	13%	1.3	4%	-3
Cc1ccc(C)c(/C=N/Nc2nc3ccccc3c(=O)n2O)c1	0.0	-4%	-22%	-5	3%	2%[57.1 µM]	-0.3	4%[57.1 µM]	2
CCN(CC)CCCNc1nc(N)c([N+](=O)[O-])c(NCCO)n1	0.1	-1%	-7%	5	2%	-4%	0.2	-17%	-2
CC1(C(=O)N(CC(=O)NC2CCCC2)Cc2ccccc2)CC(=O)N=C2C=CC=CN21 (stereo not given)	1.1	5%	-16%	5	1%	5%[57.1 µM]	0.3	98%[activator][57.1 µM]	0

Back to the main list, repeating the 3 entries before the break.
SMILES	TRHR ag	Pin1 inhibitor	USP1 inh	D2 antag	mIDH1 inhibitor	TrxR1 inh	D2 agonist	TrxR1 substrate	TRHR PAM
COCCN1C=C(C(=O)OC)C(c2ccc(OC)c(OC)c2)C(C(=O)OC)=C1	1.1	1%	-16%	-5	0%	19%	1.0	58%[activator]	-8
Cc1ccc(S(=O)(=O)NCC(=O)OCc2nnc(-c3ccccc3)o2)cc1	-0.5	-6%	-10%	nt	9%	-12%	nt	-8%	-4
CC1(C(=O)N(CC(=O)NC2CCCC2)Cc2ccccc2)CC(=O)N=C2C=CC=CN21 (stereo not given)	1.1	5%	-16%	5	1%	5%[57.1 µM]	0.3	98%[activator][57.1 µM]	0
COc1ccc(CNC(=O)c2sc3nc4n(c(=O)c3c2C)CCC4)cc1	1.6	-10%	-8%	nt	-13%	4%	-0.8	-7%	-1
CCN(CC(=O)Nc1c(F)cccc1F)C(=O)CSC(=S)N1CCCC1	1.4	?	-12%	10	9%	1%	0.2	1%	-5
COc1ccc(C2=NOC(C)(c3nnc(Cc4ccccc4)o3)C2)cc1 (stereo not given)	nt	-2%	-2%	nt	-6%	8%[57.1 µM]	nt	8%[57.1 µM]	nt
Cc1ccc(S(=O)(=O)NCCC(=O)NCCc2ccc(S(N)(=O)=O)cc2)cc1C	nt	-9%	-16%	nt	-3%	36%[activator]	nt	6%	nt
O=C(c1cc(C2CC2)on1)N1CCN(c2ccccc2)CC1	-1.2	-9%	-29%	12	4%	19%[57.1 µM]	-0.2	10%[57.1 µM]	14
Cc1ccc(CN2CCN(/N=C/c3ccc(C(=O)O)cc3)CC2)c(C)c1	-1.2	1%	-16%	-10	-8%	-1%[57.1 µM]	-2.1	-5%[57.1 µM]	-4
Cc1cccc(CSc2nc3c(c(=O)[nH]2)CCC3)c1	-1.3&-0.9	-6%&-2%	-9%&-23%	10	1%&0%	3%&12%	-1.2&0.9	-4%&3%	-4&-5
Cc1cccc(NC(=O)CSc2nc3ccccc3nc2N2CCCC2)c1	0.9	52%[activator]	-13%	-14	-4%	-3%[57.1 µM]	0.1	-1%[57.1 µM]	1
Cc1cccc(CSc2nc3c(c(-c4cccs4)c2C#N)CN(C)CC3)c1	2.3	?	-17%	-12	-2%	?	2.9	-5%	-5
O=C1NCC2=C1C(c1ccc(Br)cc1)Nc1ccccc1N2 (stereo not given)	nt	1%	-15%	nt	9%	3%	nt	2%	nt
CC(C)=CCN1CCN(Cc2coc3ccc(C)cc3c2=O)CC1CCO (stereo not given)	0.2	-3%	-6%	-2	8%	-13%	-0.1	2%	-2
COC(=O)c1cc(OC)c(OC)cc1NC(=O)Nc1ccc(OC)cc1	0.0	0%	-21%	7	-2%	0%[57.1 µM]	1.0	18%[57.1 µM]	2
CCOC(=O)CNC(=O)N1[C@H](c2cccs2)[C@@H](C)C(=O)[C@@H](C)[C@@H]1c1cccs1	1.7	7%	-8%	nt	8%	0%	-0.4	-8%	1
CC1CC(=O)C2=C(C1)Nc1ncnn1C2c1ccccc1 (stereo not given)	0.0	-1%	0%	9	6%	10%	0.7	-4%	1
Cc1ccccc1N/C(=N/S(=O)(=O)c1ccccc1)c1ccc(F)cc1	0.5	-12%	-4%	nt	-5%	17%	nt	-6%	4
CCCOc1ccc(/C=N/NC(=O)CN2CCCCC2)cc1	0.0	-1%	-6%	-1	-2%	-13%[57.1 µM]	-0.3	-10%[57.1 µM]	-3
N#CCSc1nnc(Nc2ccccc2)s1	-0.3	10%	-18%	-22	0%	3%	1.6	5%	1
CCN(C(=O)CCc1ccccc1)C1CCCCC1	-0.1	-7%	-20%	-7	-3%	15%	-0.8	4%	2
Cc1ccc(CN2CCN(/N=C/c3ccc(C(F)(F)F)cc3)CC2)cc1	-0.6	-5%	-13%	-26	4%	-20%	-0.1	-15%	-3
COc1ccc(C(C)=O)cc1CSc1nnc2c(Cl)cc(Cl)cn12	-0.6	0%	-20%	0	1%	-14%	0.1	-1%	2
Cc1ccccc1N=C/C=C1\N(C)c2ccccc2C1(C)C	0.2	29%	-17%	-4	2%	3%	0.4	-2%	6
CCOC(=O)NN1C(=O)c2ccccc2NC1c1ccc(N(C)C)cc1 (stereo not given)	-0.5	4%	-8%	5	2%	-8%[57.1 µM]	-0.1	0%[57.1 µM]	0
O=C(Oc1cc(=O)oc2ccccc12)c1cccnc1Cl	-0.3	-1%	-11%	-5	-4%	9%	-0.2	0%	0
Cc1ccc(OCC(=O)NCCN2CCOCC2)cc1C	-0.2	1%	0%	-15	4%	-2%	0.2	-2%	5
Cn1c(=O)[nH]c(=O)c2c1nc(CN(Cc1ccccc1)Cc1ccccc1)n2CCN1CCOCC1	0.0	-7%	-3%	10	1%	22%	0.5	8%	-2
N#Cc1nc(COc2ccc(Br)cc2)oc1N1CCCC1	-0.4	-4%	-12%	nt	13%	25%[57.1 µM]	nt	-2%[57.1 µM]	3
COc1ccc(OCC(=O)N/N=C2\CCCc3ccccc32)cc1	0.7	0%	-11%	-17	16%	-1%	0.1	-5%	3
COc1ccc2nc(SCC(=O)NCc3ccc(S(N)(=O)=O)cc3)[nH]c2c1	0.7	2%	-10%	nt	0%	27%	nt	5%	-2
COc1ccc(NC(=O)c2sc(NC(=O)C3CC3)nc2C)cc1	0.5	-4%	-3%	-11	2%	6%	-0.1	-7%	4
Cc1ccc(S(=O)(=O)NC2=NCCCCC2)cc1	0.5	-2%	-19%	0	-4%	36%	0.1	8%	13
Cc1cccc(NC(=S)N/N=C/c2cccn2Cc2ccc(F)cc2)c1	0.5	7%	-16%	0	-6%	23%[57.1 µM]	-0.2	-4%[57.1 µM]	1
O=c1c2[nH]c3ccccc3c2ncn1C1CCCCC1	0.1	2%	-1%	14	4%	20%[57.1 µM]	0.7	24%[57.1 µM]	7
CS(=O)(=O)c1ccc2nc(NC(=O)c3ccccc3Br)sc2c1	0.5	0%	-2%	-5	1%	24%	1.0	-4%	1
CCOC(=O)N1CCN(C(=O)COc2cc(=O)n(CC)c3ccccc23)CC1	0.2	0%	-25%	10	8%	-8%	0.9	0%	-2
CCS(=O)(=O)NCCc1ccc(OC)c(OC)c1	0.4	0%	-22%	2	3%	-3%[57.1 µM]	-0.2	4%[57.1 µM]	3
COc1ccc(-c2nc3ccccc3s2)cc1NC(=O)c1ccc(C#N)cc1F	0.2	1%	-9%	nt	25%	5%	-0.2	2%[11.4 µM]	-6

Assay outcomes deposited in PubChem by National Center for Advancing Translational Sciences (NCATS).
